# RXFP1 agonist = qHTS Assay for Agonists of the Relaxin Receptor RXFP1 | Relaxin receptor 1 (Homo sapiens), Q9HBX9 | HEK293T-RXFP1 cAMP TR-FRET, 30 min; response scale: percent of porcine relaxin response, buffer zero | Potency, µM (highest dose often 57.5 µM), for inactives: at the highest dose activation, actives largely listed as activators | 370,000 compounds, 0.3% hits | AID 2676, 2010; further: potency means the concentration at half of the fitted maximal effect; on the % scale 0 is the no-effect control and ±100 the full control effect; nearly all actives have a fitted effect of over 60% in size; many of its hits are not listed in these tables
#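 cAMP rise read by TR-FRET after 30 min, 37C compound exposure (up to 58 uM) in RXFP1-transfected HEK293 cells with Ro 20174 present. EC50 from Hill-equation fits, with 29 nM porcine relaxin as 100% and buffer as basal.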
# IDH1 R132H inh = qHTS for Inhibitors of mutant isocitrate dehydrogenase 1 (IDH1): qHTS; Isocitrate dehydrogenase [NADP] cytoplasmic (Homo sapiens), O75874; IDH1-R132H enzyme, NADPH consumption, diaphorase/resazurin fluorescence; Potency, µM (doses to about 76.6 µM), inactives show top-dose activity change, negative = inhibition, usual class: inhibitors; 390,000 compounds, 0.093% hits; AID 602179, 2012; further: potency means the concentration at half of the fitted maximal effect; on the % scale 0 is the no-effect control and ±100 the full control effect; nearly all actives have a fitted effect of over 65% in size
#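 IDH1-R132H (0.5 ug/mL) preincubated 30 min with compound, then NADPH (0.016 mM) and alpha-KG (2 mM) added; 80 min at RT, pH 7.5. Remaining NADPH coupled via diaphorase/resazurin to fluorescence (540/590 nm); concentration-response curves normalized to no-enzyme control.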
# Glioma ERSR ind = qHTS for Inducers of the Endoplasmic Reticulum Stress Response (ERSR) in Human Glioma: qHTS; Potency, µM, for inactives: top-dose activation, most hits filed as activators; 420,000 compounds, 0.02% hits; U87-MG GRP78 promoter luciferase reporter, 16 h; further: potency means the concentration at half of the fitted maximal effect; series mostly up to about 76 µM; % of control where 0% means no effect; nearly all actives have a fitted effect of over 35% in size
#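 Stably transfected U87-MG glioma cells carrying a GRP78-based luciferase sensor; 16 h compound incubation. Luminescence end-point read 10 min after Bright-Glo addition at room temperature.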
# PI4K2A block = qHTS for small molecular inhibitors of PI4K2A | AID 1346378, 2018 | 420,000 compounds, 0.13% hits | Phosphatidylinositol 4-kinase type 2-alpha (Homo sapiens), Q9BTU6 | purified PI4K2A, ADP-Glo luminescence, 1 h; stronger effect = lower value | activity change, negative = inhibition, % at 76.9 µM; in the data active means activity change below about -50%; inconclusive means mostly about -30% to -49%;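 further: -100% = wells without enzyme as full effect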
#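 In this quantitative HTS, ADP production by PI4K2A was quantified luminescently after 1 h at ambient temperature; 100 microM adenosine served as plate-quality control.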
# USP1 inh = Inhibitors of USP1/UAF1: Primary Screen; Potency, µM (doses to about 57.1 µM), for the others: at the top dose activity change, negative = inhibition, usual class: inhibitors; 390,000 compounds, 0.23% hits; recombinant USP1/UAF1, Ub-Rhodamine cleavage fluorescence; Ubiquitin carboxyl-terminal hydrolase 1 (Homo sapiens), O94782; further: potency means the concentration at half of the fitted maximal effect; on the % scale 0 is the no-effect control and ±100 the full control effect; nearly all actives have a fitted effect of over 60% in size; inactives centre near -12
# Target sequence (O94782 whole entry, looked up): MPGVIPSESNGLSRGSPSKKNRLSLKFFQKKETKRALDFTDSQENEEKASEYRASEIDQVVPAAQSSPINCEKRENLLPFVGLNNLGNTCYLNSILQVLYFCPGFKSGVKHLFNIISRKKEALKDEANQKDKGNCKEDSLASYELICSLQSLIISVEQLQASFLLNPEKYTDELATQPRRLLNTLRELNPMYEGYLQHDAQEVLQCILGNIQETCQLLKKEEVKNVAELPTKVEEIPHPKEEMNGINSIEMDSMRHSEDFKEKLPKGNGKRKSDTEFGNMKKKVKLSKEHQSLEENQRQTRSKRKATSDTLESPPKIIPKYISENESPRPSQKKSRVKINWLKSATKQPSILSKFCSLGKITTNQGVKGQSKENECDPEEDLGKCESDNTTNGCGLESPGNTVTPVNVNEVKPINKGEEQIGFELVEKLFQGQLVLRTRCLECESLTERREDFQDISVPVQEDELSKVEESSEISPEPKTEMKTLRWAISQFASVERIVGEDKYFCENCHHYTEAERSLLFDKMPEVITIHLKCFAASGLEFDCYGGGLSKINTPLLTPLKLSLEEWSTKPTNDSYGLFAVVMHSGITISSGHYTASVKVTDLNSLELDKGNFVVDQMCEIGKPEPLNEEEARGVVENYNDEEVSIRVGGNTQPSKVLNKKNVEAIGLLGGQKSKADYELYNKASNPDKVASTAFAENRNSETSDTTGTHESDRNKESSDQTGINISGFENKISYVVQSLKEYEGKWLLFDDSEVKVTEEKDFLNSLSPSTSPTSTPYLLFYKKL
#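 Step one: compound is pinned into 1nM USP1/UAF1 in HEPES pH 7.8 buffer with TCEP. Step two: 15 min room-temperature incubation. Step three: Ub-Rho (150nM final) starts cleavage, tracked by fluorescence over six one-minute reads.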
# LDHA inh = qHTS assay for inhibitors of human lactate dehydrogenase | L-lactate dehydrogenase A chain (Homo sapiens), P00338 | purified LDHA, NADH/diaphorase-resazurin fluorescence; stronger effect = lower value | activity change, % (values are at about 110 or 230 µM) | 480,000 compounds, 0.15% hits | AID 1347041, 2019; in the data active means activity change below about -30%; inconclusive means mostly about -25% to -30%;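 further: plate controls were DMSO wells for no effect and wells without enzyme for full effect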
#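 Resorufin fluorescence (ex540/em590), read at 0 and 20 min after diaphorase/resazurin addition, reports the NADH left after a 5 min room-temperature reaction of 2 nM human LDH5 with 0.06 mM NADH and 0.2 mM pyruvate.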
# TrxR1 substrate = qHTS Assay for Substrates of Mammalian Selenoprotein Thioredoxin Reductase 1 (TrxR1): qHTS; Thioredoxin reductase 1, cytoplasmic (Rattus norvegicus), O89049; purified TrxR1 substrate turnover, NADPH consumption readout; Potency, µM (top dose mostly 114 µM), for inactives: at the highest dose activity change, negative = substrate turnover; 390,000 compounds, 0.01% hits; further: potency means the concentration at half of the fitted maximal effect; on the % scale 0 is the no-effect control and ±100 the full control effect; nearly all actives have a fitted effect of over 50% in size
#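 Rat TrxR1, dispensed at 90 nM, was prereduced with 400 uM NADPH (final) for 5 min at ~22 deg C, then incubated with compound 15 min before 400 uM selenite. A first-read NADPH fluorescence drop versus no-compound background flagged substrates.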
# Vif-APOBEC3G blk = qHTS for Inhibitors of Vif-A3G Interactions: qHTS | DNA dC->dU-editing enzyme APOBEC-3G (Homo sapiens), Q9HC16 | HeLa A3G-eYFP + Vif (tagged APOBEC3G with the HIV-1 protein that degrades it), YFP fluorescence, overnight | Potency, µM (highest dose often 46.1 µM), inactives show at the top dose activity, negative = active, actives largely listed as inhibitors | 410,000 compounds, 0.076% hits;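 further: potency means the concentration at half of the fitted maximal effect; on the % scale 0 is the no-effect control and ±100 the full control effect; nearly all actives have a fitted effect of over 60% in size; hits raise eYFP signal because A3G escapes Vif-driven loss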
#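 Read-out is eYFP fluorescence (Ex 488/Em 500-530) from Vif-expressing HeLa A3G-eYFP cells; more signal means A3G escaped Vif-mediated degradation. Cells plated overnight, compound pinned in, incubated overnight at 37 deg C.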
# Vif-A3F inh = qHTS for Inhibitors of Vif-A3F Interactions: qHTS. 390,000 compounds, 0.2% hits. AID 602313, 2012. Potency, µM (top dose mostly 46.1 µM), inactives show at the top dose activity, negative = active. HeLa A3F-eYFP + Vif (tagged APOBEC3F with the HIV-1 protein that degrades it), YFP fluorescence increase; further: potency means the concentration at half of the fitted maximal effect; % of control where 0% means no effect; nearly all actives have a fitted effect of over 65% in size
#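 Fluorescence increase (Ex 488/Em 500-530) after overnight compound treatment at 37 deg C flags inhibition of Vif-driven A3F-eYFP loss in stable HeLa A3F-eYFP/Vif cells seeded overnight beforehand.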
# Numbers without * were called inactive; u = inconclusive; x = no result given; & = joins results of further samples; [ ] = dose if it differs, or a comment. Unless noted, the call rests on the fitted dose curve; in most records, active means well fitted curve in the direction sought with a large enough effect; inconclusive means small, poorly fitted or top-dose-only effect, or another doubt; inactive means no such curve, though single readings can be large; an effect the other way counts as inactive or inconclusive. The list is partial; the hit share may differ from the screen's.
SMILES,RXFP1 agonist,IDH1 R132H inh,Glioma ERSR ind,PI4K2A block,USP1 inh,LDHA inh,TrxR1 substrate,Vif-APOBEC3G blk,Vif-A3F inh
CCn1cnc2cc(NS(=O)(=O)c3ccc(C)cc3)ccc21,-3.5%,4%,-2%,7,1%,-4,5%[57.1 µM],-1%,-12%
O=C(COc1cc(Cl)c(Cl)cc1Cl)Nc1cccc(O)c1,-2.3%,6%,-1%,0,-11%,-2,-4%[57.1 µM],-4%,1%
Cn1c(=O)c2c(ncn2CC(=O)N2CCN(S(=O)(=O)c3ccc(Cl)cc3)CC2)n(C)c1=O,6.9%,18%,-6%,-2,-4%,-1,4%,-6%,1%
COc1ccc(NC(=O)c2sc3nc[nH]c(=O)c3c2C)cc1OC,u,-5%,-2%,-6,-19%,0,2%[57.1 µM],2%,-25%
C[C@@H]1CN([C@@H](C)CO)C(=O)c2cccc(NC(=O)Nc3ccccc3)c2O[C@H]1CN(C)C(=O)Nc1cccc2ccccc12,x,-1%,-2%,-5,-33%,12,4%,-18%,1%
COc1cccc(CN(C)Cc2c(O)ccc3ccccc23)c1,0.8%,19%,5%,1,-14%,30,6%,1%,-5%
C/C(=N\NC(=O)c1c(Br)c(C)nn1C)c1ccc(NC(=O)c2ccoc2C)cc1,2.7%,2%,-2%,-21,2%,0,41%,-1%,8%
COc1ccccc1/C=C/C=N/N1CCN(c2ccccn2)CC1,0.2%,1%,-3%,4,u,2,-5%,-1%,1%
CC1(c2ccccc2)NC(=O)N(CC(=O)Nc2cc(Cl)ccc2N2CCOCC2)C1=O (stereo not drawn),2.1%,7%,-3%,3,-22%,-1,0%,-3%,7%
Cc1oc(-c2ccc(Cl)cc2)nc1CN1CCC(C(=O)NCCCN2CCCC(C)C2)CC1 (stereo not drawn),0.4%,-17%,-7%,5,-26%,-3,-5%,1%,-6%
O=C(Nc1cccc(F)c1)N1CC=C(c2ccc(Cl)cc2)CC1,-0.3%,4%,-2%,-6,-11%,-1,12%[57.1 µM],0%,-1%
CCN(CC(=O)Nc1ccc(NC(C)=O)cc1)C(=O)Cc1c(Cl)cccc1Cl,2.4%,6%,-1%,-2,-19%,0,-7%,-4%,-12%
CC(=O)c1c(C)[nH]c(C(=O)OCC(=O)Nc2ccc(C)cc2[N+](=O)[O-])c1C,0.7%,-16%,-4%,0,-1%,0,-10%,-1%,-15%
CC(=O)Nc1ccc(C(=O)NNC(=O)Cc2ccccc2)cc1,-0.5%,-9%,-3%,1,-18%,-13,0%,-2%,13%
Cc1ccc(Cn2cc(C(=O)c3ccc(F)cc3)c(=O)c3cc4c(cc32)OCCO4)cc1,0.0%&4.2%,-27%&13%,-3%&-5%,1&-1,-2%&-9%,-7&0,-7%&8%,-9%&-4%,3%&6%

# In a second layout: entries from further up.
Cn1c(=O)c2c(ncn2CC(=O)N2CCN(S(=O)(=O)c3ccc(Cl)cc3)CC2)n(C)c1=O
- RXFP1 agonist: 6.9%
- IDH1 R132H inh: 18%
- Glioma ERSR ind: -6%
- PI4K2A block: -2
- USP1 inh: -4%
- LDHA inh: -1
- TrxR1 substrate: 4%
- Vif-APOBEC3G blk: -6%
- Vif-A3F inh: 1%
CC(=O)c1c(C)[nH]c(C(=O)OCC(=O)Nc2ccc(C)cc2[N+](=O)[O-])c1C
- RXFP1 agonist: 0.7%
- IDH1 R132H inh: -16%
- Glioma ERSR ind: -4%
- PI4K2A block: 0
- USP1 inh: -1%
- LDHA inh: 0
- TrxR1 substrate: -10%
- Vif-APOBEC3G blk: -1%
- Vif-A3F inh: -15%
O=C(COc1cc(Cl)c(Cl)cc1Cl)Nc1cccc(O)c1
- RXFP1 agonist: -2.3%
- IDH1 R132H inh: 6%
- Glioma ERSR ind: -1%
- PI4K2A block: 0
- USP1 inh: -11%
- LDHA inh: -2
- TrxR1 substrate: -4%[57.1 µM]
- Vif-APOBEC3G blk: -4%
- Vif-A3F inh: 1%
COc1ccc(NC(=O)c2sc3nc[nH]c(=O)c3c2C)cc1OC
- RXFP1 agonist: u
- IDH1 R132H inh: -5%
- Glioma ERSR ind: -2%
- PI4K2A block: -6
- USP1 inh: -19%
- LDHA inh: 0
- TrxR1 substrate: 2%[57.1 µM]
- Vif-APOBEC3G blk: 2%
- Vif-A3F inh: -25%

# Continuation.
SMILES,RXFP1 agonist,IDH1 R132H inh,Glioma ERSR ind,PI4K2A block,USP1 inh,LDHA inh,TrxR1 substrate,Vif-APOBEC3G blk,Vif-A3F inh
Cn1cnc2c(N3CCCCC3)nccc21,1.4%,-6%,1%,0,-8%,0,-6%,0%,3%
CCCOc1nnnn1-c1ccccc1,-3.0%,-4%,-2%,-3,-18%,-6,11%,2%,3%
CCC(=O)Nc1ccc(Cl)c(NC(=S)NC(=O)c2cc3ccccc3o2)c1,1.0%,1%,-3%,-3,-5%,-5,-12%,-1%,-5%
O=C(Nc1ccc2c(c1)OCO2)N1CCCC1,-1.7%,6%,3%,-2,-22%,-4,2%,-1%,0%
O=S(=O)(NCc1ccccc1)c1ccc(S(=O)(=O)N2CCCC2)cc1,-0.2%,0%,-5%,6,-12%,2,-15%[57.1 µM],-3%,-13%
COc1ccc(S(=O)(=O)Nc2ccc3c(c2)[C@H]2C[C@H](CC(=O)NCC4CC4)O[C@@H](CO)[C@H]2O3)cc1,x,-2%,-1%,3,u,-13,x,-7%,-3%
O=C(C1CCN(S(=O)(=O)c2ccc(Br)s2)CC1)N1CCN(c2ccc(F)cc2)CC1,-0.2%,-2%,-4%,-4,-32%,-6,-8%,4%,2%
CN(CCC#N)C(=O)COC(=O)[C@H](Cc1ccccc1)N1C(=O)c2ccccc2C1=O,5.1%,4%,-2%,-4,-23%,-3,5%,1%,-6%
Cc1cc2nc(C3CCCCC3)c(Cc3cccc(F)c3)n2c(C)c1Br,x,x,-4%,-13,x,-4,x,-2%,x
COc1ccccc1CNC(=O)CCCn1nc(C)c2c(C)n(-c3ccc(C)cc3)nc2c1=O,1.5%&-0.4%,-3%&13%,-1%&1%,1&4,-15%&-12%,-4&6,0%&-9%,0%&0%,2%&-7%
COc1cc(/C=C/C(=O)OCC(=O)N2CC3(C)CC2CC(C)(C)C3)ccc1O (stereo not drawn),5.0%,8%,-5%,5,-14%,0,-6%,-1%,-11%
CC(=O)c1ccccc1OCCCCN1CCCCC1,-1.4%,6%,-4%,3,-18%,-5,3%,-1%,1%
Cc1cc(OCC(=O)Nc2ccccc2C(N)=O)c2c(C)cc(=O)oc2c1,-1.6%,-6%,-1%,-2,-22%,-9,39%[activator],1%,1%
COc1ccc(NC(=S)N/N=C2\CC(C)(C)Oc3ccc(OC)cc32)cc1,0.1%,1%,-4%,3,-15%,-9,-1%[57.1 µM],1%,-5%
CCn1cnc2cc(NCc3ccc(C)cc3)ccc21,1.8%,6%,6%,0,-2%,23,15%,-1%,0%
CCN1CCC(NC(=O)Nc2cc(Cl)ccc2OC)CC1,-2.0%,-23%,-1%,6,-1%,-5,2%,-3%,-5%
CCOc1ccccc1NC(=O)Cn1nc(-c2ccco2)ccc1=O,0.4%,14%,-5%,-1,-1%,-3,3%,0%,-11%
Cc1ccc(-n2c(SCCN)nnc2-c2cccc(C)c2)cc1,0.0%,-14%,-5%,9,u,-14,10%,-6%,0%
CCOc1ccc(NC(=O)Cn2cc(C(=O)CC)c3ccccc32)cc1,18%,10%,3%,3,-15%,-2,-7%,4%,10%
CC1(C)CC(=O)C=C(c2ccc3c(c2)OCO3)C1,x,21%,5%,6,-22%,0,-6%,1%,0%
OCC1OC(Oc2cccc3ccccc23)C(O)C(O)C1O (stereo not drawn),-1.6%,-9%,1%,-8,-25%,-1,8%,-4%,-16%
O=c1cc(CN2CCOCC2)nc(C2CC2)[nH]1,-0.3%,-7%,-4%,1,-17%,-7,-3%,0%,0%
O=C(NC1CCS(=O)(=O)C1)c1cccs1 (stereo not drawn),-0.1%,3%,-2%,11,u,-4,8%,3%,0%
CNC(=O)c1sc(Nc2cc(C)ccc2C)nc1C,-0.6%,3%,2%,0,1%,8&-9,7%[57.1 µM],-3%,9%

# Assay outcomes deposited in PubChem by National Center for Advancing Translational Sciences (NCATS).
